pAkt inh = HTS Assay for Inhibitors of Akt Phophorylation: Primary Screen. 0.32% of 360,000 active. Neuro2A IGF-stimulated pAkt S473 HTRF, 20 min; active compounds read low. activity change, % for hits at 50 µM; in the data active = activity change below about -80%; inconclusive = mostly about -51% to -80%; also: % is scaled to controls: 0 for no effect and ±100 for the full control effect
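Neuro2A cells (4,500/well, DMEM with 0.5% FBS) were treated with compound at a single 50 µM final concentration, stimulated with 6 nM IGF for 20 min at 37 °C, and lysed. Phospho-Akt Ser473 was read by HTRF as 665/615 ratio ×10^4.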
MmCpn inh = Inhibitors of TCP-1 ring complex (TRiC) of Methanococcus maripaludis (MmCpn): qHTS. AID 504842, 2011. 0.031% of 330,000 active. Chaperonin Mm-Cpn (Methanococcus maripaludis). Potency, µM (highest dose often 76.9 µM), without a hit: at the top dose activity, negative = inhibition, most hits filed as inhibitors. purified Mm-Cpn ATPase, ADP Transcreener TR-FRET; also: potency is read from the fitted curve at half-maximal effect; % is scaled to controls: 0 for no effect and ±100 for the full control effect; nearly all actives have a fitted effect of over 80% in size
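Quantitative HTS used 25 nM Mm-CPN and 10 uM ATP in magnesium/KCl Tris buffer, pH 7.4, with 1 mM DTT. Hydrolysis ran 30 min at 37°C; ADP was read by HTRF.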
CCT chaperon mod = High-Throughput Screening for Modulators of Cytosolic Chaperonin Activity; purified chaperonin ATPase assay, HTRF ADP detection, 30 min; 0.3% of 360,000 active; activity change, % (concentration not given with the values), hits read low; in the data active = activity change below about -30%; also: % is scaled to controls: 0 for no effect and ±100 for the full control effect
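TRiC at 40 or 20 nM final (batch-dependent) in 30 mM Tris pH 7.4, 100 mM KCl, 5 mM MgCl2, 1 mM DTT, with compound at single 76 uM and 10 uM ATP, 30 min at 37 deg C. ADP detected by HTRF Transcreener, 665/615 ratio.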
Nrf2 block = Nrf2 qHTS screen for inhibitors; A549 ARE-Fluc reporter, luciferase luminescence, 18-24 h; Potency, µM (doses to about 46 µM), without a hit: at the top dose activity change, negative = inhibition, usual class: inhibitors; 2.1% of 360,000 active; AID 504444, 2011; also: potency is read from the fitted curve at half-maximal effect; % is scaled to controls: 0 for no effect and ±100 for the full control effect; nearly all actives have a fitted effect of over 60% in size
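A549 ARE_Fluc cells, 5000/well, 5% FBS OPTI-MEM; compounds in dose-response, 18-24 h at 37 °C/5% CO2; CellTiter-Fluor viability read (Ex 405/Em 525), then BugLite luciferase luminescence = Nrf2 activity.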
ATXN viability = Viability Counterscreen for Primary qHTS for Inhibitors of ATXN expression | Potency, µM (doses to about 56.7 µM), actives largely listed as cytotoxic | 0.49% of 400,000 active | S2 cells (HEK-293 line with an ATXN2-luciferase reporter) viability, CellTiter-Fluor protease fluorescence, 24 h; also: potency is read from the fitted curve at half-maximal effect; nearly all actives have a fitted effect of over 40% in size
TGFb SMAD3 inh = qHTS for Inhibitors of TGF-b; HepG2 CAGA-GFP TGF-b/SMAD3 reporter, GFP fluorescence, 18 h; TGF-beta stimulated, 500 pg/mL final; Potency, µM (titrated, usually from 46.1 µM), inactives show at the top dose activity, negative = inhibition, most hits filed as inhibitors; 1.2% of 410,000 active; AID 588855, 2011; also: potency is read from the fitted curve at half-maximal effect; % is scaled to controls: 0 for no effect and ±100 for the full control effect; nearly all actives have a fitted effect of over 65% in size
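HEPG2 CAGA-GFP reporter cells (1000/well, DMEM with 1% FBS) received compounds, then recombinant TGF-beta at 500 pg/mL final for 18 hours at 37 degrees C. Per-cell GFP summed per well was normalised to unstimulated and stimulated DMSO controls before curve fitting.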
HepG2 viability = qHTS for Inhibitors of TGF-b: Cytotox Counterscreen; HepG2 CAGA-GFP viability, ATP luminescence, 18 h; Potency, µM (titrated, usually from 46.1 µM), inactives show top-dose activity change, negative = cytotoxicity, actives largely listed as cytotoxic; 0.76% of 410,000 active; also: potency is read from the fitted curve at half-maximal effect; some results filed as inactive show a strong effect at the top dose
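HepG2 CAGA-GFP cells (1000/well, DMEM with 1% FBS) received compound, then TGF-beta at 500 pg/mL final, and were incubated 18 hours at 37 degrees C. Viability was read by CellTiter-Glo luminescence. Media-only wells were set as complete cell-killing and DMSO as no toxicity.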
Nrf2 activator = qHTS of Nrf2 Activators | AREc32 ARE-luciferase reporter (MCF7-derived line), luminescence, 24 h | 0.31% of 410,000 active | Potency, µM (series often up to 46.1 µM), without a hit: at the highest dose activation, hits mostly activators; also: potency is read from the fitted curve at half-maximal effect; % of control where 0% means no effect; nearly all actives have a fitted effect of over 65% in size
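ARE-driven firefly luciferase activity in AREc32 cells measured after a 24 hr compound exposure at 37 deg C, using Steady-Glo reagent and a 30 min room-temperature hold.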
A549 tox = Nrf2 qHTS screen for inhibitors: counterscreen for cytotoxicity; Potency, µM (highest dose often 46 µM), without a hit: at the top dose activity change, negative = cytotoxicity, hits mostly inhibitors; A549 ARE-Fluc cells, CellTiter-Fluor viability, 18-24 h; 0.16% of 390,000 active; also: potency is read from the fitted curve at half-maximal effect; % is scaled to controls: 0 for no effect and ±100 for the full control effect
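Cytotoxicity counterscreen: CellTiter-Fluor fluorescence was measured in A549 ARE_Fluc cells after 18-24 h of compound exposure in a concentration series. The subsequent BugLite luminescent read reports ARE-luciferase activity.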
Active calls of the source: *; i = inactive; ? = inconclusive; · = not tested or not shown; & = joins results of further samples; [ ] = dose if it differs, or a comment. Unless noted, calls follow the shape of the dose curve; as a rule, active = well fitted curve in the direction sought with a large enough effect; inconclusive = small, poorly fitted or top-dose-only effect, or another doubt; inactive = no such curve, though single readings can be large; an effect the other way counts as inactive or inconclusive.

compound	Nrf2 activator	Nrf2 block	pAkt inh	ATXN viability	CCT chaperon mod	HepG2 viability	A549 tox	TGFb SMAD3 inh	MmCpn inh
COc1ccc(C2C=C(c3ccccc3)Nc3nc(NC(=O)/C=C/c4ccccc4)nn32)cc1 (stereo not drawn)	?	17%	·	i	·	-43%	-5%	-3%	·
O=C(COC(=O)c1cccc(N2C(=O)C3CC=CCC3C2=O)c1)c1ccccc1 (stereo not drawn)	-0.6%	1%	i	i	-4.0	1%	1%	?	-4%
CC(Oc1ccc(F)cc1)C(=O)/C=C\N(C)C (stereo not drawn)	-0.3%	7%	i	i	0.7	-57%	-1%	?	0%
Cc1cccc(NC(=O)c2cccc(OC(=S)N3CCOCC3)c2)c1C	3.0%	-6%	i	i	-1.0	-10%	-2%	-6%	2%
COC(=O)[C@@]12CCCCN1[C@H](c1ccc(-c3ccc(C(C)=O)cc3)cc1)[C@@H]1C(=O)N(C)C(=O)[C@@H]12	0.1%	?	i	?	-1.0	6%	-9%	26%	1%
COc1ccc(OC)c(Nc2cc3ccccc3c(=O)[nH]2)c1	10%	-13%	i	i	-1.2	-38%	-2%	-19%	·
COc1ccc(N2CCN(CCNC(=O)Nc3ccc([N+](=O)[O-])cc3OC)CC2)cc1	5.9%	-14%	i	i	-0.1	-12%	-16%	0%	1%
COc1ccc(CNc2nnnn2C)cc1	0.3%	-2%	i	i	-0.6	9%	-4%	11%	2%
CCNC(=O)COC(=O)c1[nH]c(C)c(C(=O)OC)c1C	3.1%	12%	i	i	-3.2	13%	1%	1%	-1%
CCOC(=O)C(C)(C)Sc1ncnc2nc[nH]c12	-0.1%	1%	i	i	-5.2	-3%	-4%	?	3%
CSc1ccc(-c2nnn(Cc3ccc(Br)cc3)n2)cc1	0.7%	-13%	i	?	-0.7	0%	-15%	21%	-1%
CCOC(=O)c1c(C)[nH]c(C)c1S(=O)(=O)N1CCCC(C(=O)Nc2ccc(OC)c(Cl)c2)C1 (stereo not drawn)	6.1%	?	·	i	·	-10%	3%	-37%	·
Cc1cc(-n2c(C)nc3ccccc3c2=O)ccc1NC(=O)c1cccc([N+](=O)[O-])c1	6.3%	·	·	i	·	-11%	13%	-29%	·
Cc1cccnc1NC(=O)c1cccc(S(=O)(=O)N2CCCC2)c1	3.6%	-14%	i	?	-0.7	-20%	-2%	4%	0%
O=C(COc1ccc(Cl)cc1)NCCSCc1ccccc1Cl	0.0%	-1%	i	i	-1.0	-15%	17%	-11%	2%
Cc1cccc(-c2nc3c(cnn3-c3ccccc3)c(=O)n2-c2ccc(Cl)cc2)c1	5.8%	-13%	·	i	·	-12%	1%	?	·
COc1cc(OC)cc(C(=O)OCc2ccc([N+](=O)[O-])cc2)c1	-0.3%	-3%	i	i	-0.6	-2%	1%	-3%	-6%
CC(C)c1nnc(NC(=O)c2cc3cc(Br)ccc3oc2=O)s1	2.6%	-2%	i	i	-0.4	12%	-11%	8%	-2%
Cc1ccc(S(=O)(=O)NCCC(=O)OCC(=O)NC(=O)c2cccn2C)cc1	0.3%	12%	i	?	4.4	-5%	1%	-2%	1%
CC(CCC(=O)O)C1CCC2C3CC(O)C4CC(O)CC[C@]4(C)C3CCC12C (stereo partly drawn)	-1.1%	-17%	i	i	-0.7	-2%	-7%	-9%	·
COc1cc(C(=O)N/N=C/c2coc3ccc(Cl)cc3c2=O)ccc1O	-0.6%	-6%	i	i	0.4	1%	4%	-9%	-23%
Cc1onc(-c2ccccc2Cl)c1C(=O)OCC(=O)N1CCN(c2ccccc2)CC1	-0.9%	-11%	i	i	0.9	1%	4%	-4%	2%
CC(C)(Sc1cc(C(C)(C)C)c(O)c(C(C)(C)C)c1)Sc1cc(C(C)(C)C)c(O)c(C(C)(C)C)c1	-0.2%	-1%	i	i	-2.7	1%	1%	-3%	-2%
O=C1CC(Nc2ccccc2)C(=O)N1CCc1ccccc1 (stereo not drawn)	1.5%	3%	i	i	-0.7	2%	-1%	5%	1%
COc1ccc(CCNC(=O)CCc2c(C)nc3c(c(C)nn3-c3ccccc3)c2C)c(OC)c1	-0.6%	-7%	·	i	·	-2%	2%	-35%	·
Cc1cc(C)c2oc(C(=O)Nc3ccc(S(=O)(=O)N4CCC(C)CC4)cc3)cc(=O)c2c1	0.7%&-0.5%	?	i	i	-4.1	-33%&11%	2%&21%	4%&1%	-4%
O=C(CCNC(=O)Cn1ccc2ccccc2c1=O)NCC1CCCC1c1ccccc1 (stereo not drawn)	-0.3%	-5%	i	i	-0.5	1%	0%	-2%	3%
C(=N\n1cnnc1)/c1ccccc1OCCOc1ccccc1	0.6%	7%	i	i	0.2	-7%	0%	9%	-4%
COc1cccc(C2/C(=C(\O)c3ccc4c(c3)OCCO4)C(=O)C(=O)N2CCCN2CCOCC2)c1OC (stereo not drawn)	0.3%	6%	i	i	-2.8	7%	0%	4%	-9%
CCN(CC)C(=O)C(=O)N/N=C/c1cccs1	1.6%	4%	i	i	0.0	-22%	-6%	-1%	0%
O=C(NCCCc1ccccc1)c1cccc([N+](=O)[O-])c1	0.1%	12%	i	i	-1.7	-16%	14%	-10%	3%
CCCCOc1ccc2c(c1)C(=O)c1cc(O)ccc1-2	7.5%	-1%	i	i	-3.1	-27%	-9%	?	1%
CN1C=CC=C/C1=C1\SC(=S)N(Cc2ccccc2)C1=O	0.4%[9.22 µM]	11%	i	i	0.6	-15%	-2%	2%	-1%
CCOc1ccc(NC(=O)CN2C(=O)CSc3ccc(S(=O)(=O)N4CCCC4)cc32)cc1	-1.6%	12%	i	i	-0.1	9%	-1%	0%	2%
Cc1cccc(NC(=O)CSc2nc3ccccc3nc2N2CCOCC2)c1C	0.0%	-10%	·	?	·	-7%	-6%	-14%	·
COC(=O)c1nc(N)sc1-c1ccc(OC)cc1	3.5%	2%	i	i	0.1	-8%	-4%	-15%	0%
COc1ccc(N(CC(=O)NCCc2ccccc2)C(=O)CCC(=O)Nc2nccs2)cc1	0.4%	6%	i	i	-3.1	-9%	-2%	-19%	2%
CCc1ccc(C(=O)c2cn(CC(=O)Nc3ccc(F)cc3)c3ccc(OC)cc3c2=O)cc1	-1.2%	-29%	·	i	·	-40%	-18%	?	·
Cc1cccc(N2CCN(C(=O)c3cnn4c(C(F)F)cc(-c5ccccc5)nc34)CC2)c1C	-0.4%	-5%	i	i	0.8	-5%	-3%	?	-1%
CC(=O)c1ccc(NC(=O)CSc2nnc(Cc3cccn3C)n2-c2ccc(F)cc2)cc1	0.0%	4%	i	i	1.1	-8%	0%	-1%	-14%
O=C(Nc1cc(Cl)ccc1O)c1cc(-c2ccco2)on1	6.3µM*	-12%	i	i	-8.9	-15%	-4%	?	-6%
COc1ccc(CN2CCN(C(=O)c3ccc(S(=O)(=O)NCc4ccco4)cc3)CC2)cc1	3.6%	?	i	i	-0.5	-39%	-13%	-1%	-3%
COc1cc(OC)cc(-c2c(C#Cc3ccsc3)c3cc(-c4ccc(OC)c(F)c4)ccc3n2C)c1	0.3%	0%	i	i	-0.3	3%	4%	10%	-8%
O=C(NCCN1C(=O)S/C(=C\c2cccnc2)C1=O)c1cccc(OC(F)F)c1	2.3%	0%	i	i	-0.2	-23%	4%	?	1%
CCCCCCCCCC1NC(C(=O)O)Cc2c1[nH]c1ccccc21 (stereo not drawn)	0.0%	·	i	i	-0.3	-24%	·	-16%	·
CCOC(=O)c1c(NC(=S)NCCc2ccccc2)sc2c1CC(C(C)C)OC2 (stereo not drawn)	0.1%	?	i	i	-10	-13%	-8%	1%	1%
COc1ccc(NC(=O)/C(C#N)=C/c2ccc(Sc3nncn3C)c([N+](=O)[O-])c2)cc1	?	-25%	i	?	0.6	-61%	-1%	?	1%
Clc1ccc(-c2nc(Cc3ccccc3Cl)no2)cc1	-0.7%	·	i	i	1.5	2%	11%	45%[activator]	-3%
CCN1CCN(CC(O)COc2ccc(Cl)cc2)CC1 (stereo not drawn)	-0.1%	·	i	i	-0.9	1%	4%	10%	-3%
CC(=O)c1ccc(NC(=O)COc2ccc3c(c2)OCO3)cc1	-0.2%	21%	i	i	-0.1	0%	2%	7%	1%
COc1ccc(N2CCN(C(=O)C3CCN(S(=O)(=O)c4cccc5nonc45)CC3)CC2)cc1	3.0%	·	·	i	·	-4%	1%	-20%	·
CCOC(=O)c1ccc(S(=O)(=O)NNC(=O)COc2cccc(C)c2)cc1	-0.2%	-12%	i	i	-5.1	-28%	7%	-24%	-1%
Cc1ccc(CNC(=O)CCc2nnc3n(C)c(=O)c4sccc4n23)cc1	-0.9%	-17%	·	i	·	6%	-6%	10%	·
COc1ccc(NC(=O)COc2ccc(C(=O)OCC(=O)N(C(C)C)C(C)C)cc2OC)cc1	0.0%	-19%	i	i	-1.6	-3%	1%	?	3%
CCOc1cc(N2C(=O)CC3CS(=O)(=O)CC32)c(OCC)cc1NC(=O)c1ccccc1 (stereo not drawn)	-0.6%	-6%	i	i	-1.6	-79%	-6%	0%	-1%
